CBFb RUNX1 block: qHTS Assay for Compounds Blocking the Interaction Between CBF-beta and RUNX1 for the Treatment of Acute Myeloid Leukemia; Potency, µM (top dose mostly 59.8 µM), without a hit: at the top dose activity, negative = inhibition, usual class: inhibitors; AID 1477, 2009; 230,000 tested, under 10 active; Runt-related transcription factor 1 (Homo sapiens) + Core-binding factor subunit beta …; AlphaScreen CBFb-His/RUNX1-biotin binding, biochemical; further: % of control where 0% means no effect
Target sequence (Q01196 whole entry, looked up): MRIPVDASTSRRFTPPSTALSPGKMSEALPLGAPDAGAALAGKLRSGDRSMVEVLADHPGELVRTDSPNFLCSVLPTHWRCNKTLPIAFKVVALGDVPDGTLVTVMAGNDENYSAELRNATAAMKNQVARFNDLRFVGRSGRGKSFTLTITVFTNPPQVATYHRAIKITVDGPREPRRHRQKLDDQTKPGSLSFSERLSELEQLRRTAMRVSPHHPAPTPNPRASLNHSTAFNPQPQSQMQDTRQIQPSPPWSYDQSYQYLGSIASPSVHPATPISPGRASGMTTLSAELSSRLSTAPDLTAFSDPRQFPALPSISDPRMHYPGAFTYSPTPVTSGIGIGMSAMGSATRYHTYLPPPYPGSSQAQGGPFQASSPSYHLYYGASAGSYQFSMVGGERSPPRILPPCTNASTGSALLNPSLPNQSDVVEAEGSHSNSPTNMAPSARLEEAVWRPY
Target sequence (Q13951 whole entry, looked up): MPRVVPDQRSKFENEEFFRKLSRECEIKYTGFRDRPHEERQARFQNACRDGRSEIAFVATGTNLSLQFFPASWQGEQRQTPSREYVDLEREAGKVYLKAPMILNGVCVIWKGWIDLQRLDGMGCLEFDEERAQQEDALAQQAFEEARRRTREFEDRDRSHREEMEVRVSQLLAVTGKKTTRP
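AlphaScreen binding: CBFb-His and RUNX1-biotin (30 nM each) preincubated 20 min, compound added for 15 min, then nickel and streptavidin beads for 90 min, all at room temperature. Disruption of the interaction by any mechanism counts as activity.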
LMNA splice mod: qHTS Assay for Modulators of Lamin A Splicing | 0.01% of 200,000 active | Potency, µM (doses to about 46.1 µM), without a hit: at the highest dose ratio change, negative = inhibition, most hits filed as inhibitors | HeLa LMNA splicing GFP/RFP minigene ratio, 48 h; active means well fitted inhibition curve with a large enough effect in the signal ratio, with a control signal flat, not every such curve was filed as active; inconclusive means small, poorly fitted or top-dose-only effect, or effect the other way, or a change in a side signal; the % refers to the signal ratio; further: potency means the concentration at half of the fitted maximal effect; on the % scale 0 is the no-effect control and ±100 the full control effect
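Read-out is the ratio of GFP to DsRed2 object intensity, acquired by 488 nm laser-scanning cytometry on HeLa lamin A-EGFP minigene reporter cells. Compound incubation 48 hrs at 37 °C in Opti-MEM with 2% FBS; DMSO 0.5% final.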
GAA glycogen: qHTS Assay for Inhibitors and Activators of Human alpha-Glucosidase Cleavage of Glycogen | Potency, µM (top dose mostly 76.4 µM), for inactives: top-dose activity change, negative = inhibition, most hits filed as inhibitors | AID 2100, 2009 | 0.38% of 300,000 active | recombinant GAA, glycogen substrate, Amplex Red glucose oxidase fluorescence;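 further: potency means the concentration at half of the fitted maximal effect; 0% = full enzyme reaction and -100% = no-enzyme basal signal; the screen sought inhibitors and activators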
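Recombinant human alpha-glucosidase (4 nM final) hydrolysed bovine liver glycogen (30 ug) for 40 min at 37 C in pH 5.0 citrate/phosphate with 0.01% Tween-20. Released glucose detected by glucose oxidase/Amplex Red, Ex 573/Em 610 nm. Compounds up to 77 uM; AC50 from Hill fits.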
HTT cytoprotect: qHTS Multiplex Assay to Identify Dual Action Probes in a Cell Model of Huntington: Cytoprotection (ATP); Potency, µM (doses to about 56.4 µM), for the others: cytoprotection (ATP increase), actives largely listed as activators; 0.14% of 230,000 active; PC12 HTT-Q103 induced, cytoprotection, ATP luminescence, 40 h;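 further: potency means the concentration at half of the fitted maximal effect; % of control where 0% means no effect; nearly all actives have a fitted effect of over 45% in size; toxic huntingtin expression switched on by the ecdysone agonist tebufenozide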
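Huntington model: PC12 line, ecdysone-inducible HTTQ103 exon1–GFP, tebufenozide 100 nM. Test articles in a dose series. Endpoint luminescence from cellular ATP.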
GAA spleen mod: qHTS Assay for Inhibitors and Activators of Human alpha-Glucosidase From Spleen Homogenate. AID 2112, 2009. 0.006% of 240,000 active. human spleen homogenate, 4-MU-alpha-glucoside fluorescence. Potency, µM (titrated, usually from 79.9 µM), for the others: at the top dose activity change, negative = inhibition, most hits filed as inhibitors;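 further: potency means the concentration at half of the fitted maximal effect; 0% = enzyme with vehicle and -100% = no enzyme basal signal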
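Human spleen homogenate (1 ug) with 4-methylumbelliferyl-alpha-D-glucopyranoside (1 mM final) in 50 mM citrate/phosphate pH 5.0, 0.01% Tween-20; 40 min at 37 C. Stopped at pH 10; 4-MU fluorescence Ex 365/Em 440 nm; AC50 by Hill fit.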
GAA inh: qHTS Assay for Inhibitors of Human alpha-Glucosidase as a Potential Chaperone Treatment of Pompe Disease; purified human GAA, 4-MU-alpha-glucoside fluorescence; Potency, µM (titrated, usually from 76.9 µM), inactives show at the highest dose activity change, negative = inhibition, actives largely listed as inhibitors; 0.005% of 200,000 active;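 further: potency means the concentration at half of the fitted maximal effect; plate controls were uninhibited enzyme wells for no effect and no-enzyme background for full effect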
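Enzyme (4 nM final) mixed with compound (up to 77 uM), then 4-MU-alpha-D-pyranoside (400 uM final) added; 20 min at room temperature, pH 5.0. Reaction stopped at pH 10, fluorescence read, AC50 derived by Hill fit.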
HTT aggregate: qHTS Multiplex Assay to Identify Dual Action Probes in a Cell Model of Huntington: Aggregate Formation (GFP) | Potency, µM (top dose mostly 46.1 µM), for the others: at the top dose activity change, negative = inhibition, most hits filed as inhibitors | 1.1% of 220,000 active | AID 1688, 2009 | PC12 HttQ103-GFP aggregates, Acumen cytometry, 40 h; further: potency means the concentration at half of the fitted maximal effect; on the % scale 0 is the no-effect control and ±100 the full control effect; nearly all actives have a fitted effect of over 60% in size
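PC12 cells with ecdysone-inducible HTT exon1 Q103-GFP, induced by 100 nM tebufenozide, given compounds in a concentration series. GFP aggregates (1–25 um, 6 SD above background) counted in lysates by laser-scanning cytometry, 488 nm excitation.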
Starred values were filed as active, the others as inactive; ? = inconclusive; . = no result given; & = joins results of further samples; [ ] = dose if it differs, or a comment. Unless noted, the call rests on the fitted dose curve; in most records, active means well fitted curve in the direction sought with a large enough effect; inconclusive means small, poorly fitted or top-dose-only effect, or another doubt; inactive means no such curve, though single readings can be large; an effect the other way counts as inactive or inconclusive.

canonical_smiles	CBFb RUNX1 block	LMNA splice mod	GAA glycogen	HTT cytoprotect	GAA spleen mod	GAA inh	HTT aggregate
O=C(CCN(CCO)Cc1ccccc1)Nc1ccc(Br)cc1	-2%	0%	11%	-29%	3%	-1%	-2%
O=C(N1CCC(O)(c2cccnc2)CC1)C12CC3CC(CC(C3)C1)C2	-3%	-2%	1%	18%[10 µM]	-6%	?	-4%
COc1nc(NC(C)C)nc(N(C#N)CN2C(=O)c3ccccc3S2(=O)=O)n1	8%	.	1%	2%[10 µM]	0%	.	-24%[9.22 µM]
O=C(CN1CCOCC1)N/N=C/c1ccc(C(=O)O)cc1	-3%	-13%[46 µM]	2%	-25%	-7%	-1%	13%
Cc1cccc(N2C(=O)CN(Cc3sccc3C)C2=S)c1	0%	?	-1%	25%[10 µM]	3%	4%	-19%
CCN(CC)c1ccc(C=C(c2nnnn2-c2ccc(C)cc2)c2nnnn2-c2ccc(C)cc2)cc1	7%	-4%	-11%	4%[10 µM]	-5%	-11%	-6%
Cc1onc(-c2ccccc2)c1C(=O)N1CCCSC1=Nc1ccccc1	20%	?	-5%	2%[10 µM]	-5%	-5%	?
O=C(CSCc1ccc(Cl)cc1)Nc1ccccc1O	-11%	-14%[46 µM]	?	41%	1%	7%	16%[9.22 µM]
O=C1Nc2ccccc2N(O)N1c1cc(-c2ccc(Cl)cc2)[nH]n1	-14%	.	24%	.	4%	-8%	27%
CCC(=O)OC1C2CC3=C4CC(=O)OC(c5ccoc5)[C@]4(C)CCC3[C@@](C)(C2=O)C(CC(=O)OC)C1(C)C (stereo partly drawn)	10%	.	.	-14%	4%	.	.
COc1ccc(C)cc1NC(=O)C(=O)NCc1ccncc1	6%	?	9%	-11%	-6%	3%	-9%
N#C/C(=C/c1ccc(O)c([N+](=O)[O-])c1)C(=O)Nc1ccccc1	-2%	.	-1%	-57%[inhibitor]	-2%	4%	17%
COc1ccc(C2N(S(=O)(=O)c3ccccc3)CCN2S(=O)(=O)c2ccc(C)cc2)cc1 (stereo not drawn)	1%	?	-13%	-5%	1%	-2%	-4%
CCn1nc(NC(=O)c2ccco2)c2cc3ccccc3nc21	15%	-4%	-9%	-37%	-1%	-6%	-4%
Cc1ccc2nc(N(CCCN(C)C)C(=O)c3cc4ccccc4oc3=O)sc2c1	-3%	?	-1%	.	-3%	-2%	18%
COc1ccc(Cl)cc1NC(=S)NNC(=O)c1cccnc1	-6%	.	?	-29%	1%	-6%	-9%
CCN(CC)c1nc(N)c2c(N)n(-c3ccccc3C)c(=S)c(C#N)c2c1C#N	2%	10%	-6%	-5%	1%	-2%	-11%
CC1=C(C(N)=O)C(c2ccccc2)n2nc(-c3cccc(C)c3)nc2N1 (stereo not drawn)	2%	-12%	-20%	-15%	10%	-1%	16%
COc1ccc(OCC(=O)N2c3ccc(C)cc3C3CN(C)CCC32)cc1 (stereo not drawn)	-2%	-10%[46 µM]	-4%	-18%	3%	4%	9%
Cc1nc(C(=O)Nc2cccc(Cl)c2Cl)nn1-c1cc(OC(C)C)c(Cl)cc1Cl	-2%	-3%	-4%	0%	4%	-6%	-2%
Cc1c2cnn(-c3ccccc3)c(=O)c2c(C)n1CCCC(=O)N1CCN(C)CC1	2%	-7%	1%	-9%	-4%	3%	-6%
CC(=O)N[C@H](CC(C)C)C(=O)O	5%	.	.	-29%	-1%	.	2%
CC1=CC(C)=Nc2ccccc2N1	-7%	-5%	0%	-6%	2%	-5%	-8%[9.22 µM]
O=C(O)c1ccc(CS(=O)(=O)Cc2ccccc2F)o1	8%	9%	6%	.	-10%	-10%	-13%
COc1cc(OC)c2c(-c3cccc(-c4ccc(N(C)C)cc4)c3)cc(=O)oc2c1	-12%	.	.	-290%[inhibitor]	6%	.	.
COc1cc(Br)cc2cc(C(=O)N3CCCCC3C)c(=O)oc12 (stereo not drawn)	3%	-3%	-6%	4%	-10%	-10%	-21%
Brc1ccccc1-c1nnc(CSc2nncn2-c2ccccc2)o1	11%	1%	-6%	14%	-12%	-4%	7%
O=c1c(-c2ccc(Cl)cc2)coc2c(CN3CCOCC3)c(O)ccc12	2%	?	2%	1%	2%	1%	-1%
CCOc1ccc(C(=O)NCC2(c3ccccc3)CCOCC2)cc1	12%	-6%[46 µM]	4%	-17%	2%	9%	9%[9.22 µM]
Cc1ccc(CN2CCC(c3cc(-c4cccs4)n[nH]3)CC2)cc1	0%	?	-5%	-25%	-7%	-8%	-6%

Compound profiles, as listed above. Screens in order: CBFb RUNX1 block	LMNA splice mod	GAA glycogen	HTT cytoprotect	GAA spleen mod	GAA inh	HTT aggregate
`COc1ccc(C2N(S(=O)(=O)c3ccccc3)CCN2S(=O)(=O)c2ccc(C)cc2)cc1` (stereo not drawn) is listed with 1%	?	-13%	-5%	1%	-2%	-4%
`N#C/C(=C/c1ccc(O)c([N+](=O)[O-])c1)C(=O)Nc1ccccc1` is listed with -2%	.	-1%	-57%[inhibitor]	-2%	4%	17%

(continued)
canonical_smiles	CBFb RUNX1 block	LMNA splice mod	GAA glycogen	HTT cytoprotect	GAA spleen mod	GAA inh	HTT aggregate
CCN(CC(O)COCc1ccc(Cl)cc1)C1CCCCC1 (stereo not drawn)	2%	.	-6%	-44%	-1%	-2%	3%
CC1CCCC(C(=O)O)N1C(=O)CCSSCCC(=O)N1C(C)CCCC1C(=O)O (stereo not drawn)	3%	-2%	-4%	?	5%	-11%	-9%
C=CCNCCCOc1ccc(Cl)cc1Br	-1%	10%	8%	0%[10 µM]	-5%	-2%	15%
Nc1ccc(C(=O)OCC(=O)N2c3ccccc3Sc3ccccc32)cc1[N+](=O)[O-]	-14%	?	1%	17%[10 µM]	-5%	-11%	33%
COC(=O)[C@@]1(Cc2ccc(OC)cc2)[C@H]2c3cc(C(=O)N4CCCC4)n(CCn4cc([N+](=O)[O-])nc4C)c3C[C@H]2CN1C(=O)c1ccccc1	7%[2.36 µM]	-1%	4%	-15%	1%&2%	5%	8%
CCCn1nc(C(=O)NCCc2ccc(S(N)(=O)=O)cc2)c2ccccc2c1=O	-1%	3%	2%	-18%	4%	-2%	-11%
CC(C)(C)C1CCC(OCC(O)CN2CCN(Cc3ccccc3)CC2)CC1 (stereo not drawn)	4%	?	17%	10%[1.9 µM]	-4%	?	5%
CCSC1=N/C(=C\c2cccnc2)C(=O)N1c1ccccc1	19%	4%	15%	5%[10 µM]	0%	-2%	1%
Fc1ccc(CNC(=S)NC2CCCCC2)cc1	18%	-25%[46 µM]	11%	-8%[10 µM]	-4%	1%	-4%
Cc1ccc2ncnc(NCCCN3CCOCC3)c2c1	14%	-6%	-16%	15%[10 µM]	-11%	3%	-33%
Cc1cc(F)ccc1NCc1cccnc1	0%	3%	-2%	-6%	-14%	-1%	-9%
Nc1ccccc1NC1=CC(=O)CC(c2ccco2)C1 (stereo not drawn)	-7%	-12%	-29%	-22%	-8%	-7%	10%
Cc1c(C)c2cc(Cl)c(O)c(CN3CCCCC3)c2oc1=O	-2%	11%	11%	-2%[10 µM]	?	?	20%
Cc1cc(C)c2[nH]c(=O)c(C(c3nnnn3CC3CCCO3)N3CCC(C)CC3)cc2c1 (stereo not drawn)	0%	2%	-13%	-5%	-6%	-3%	-1%
CC(=O)N1CCN(Cc2cc(=O)n3cc(Cl)c(C)c(Cl)c3n2)CC1	-1%	16%	7%	-8%	-2%	7%	-1%
C=CCNC(=S)NS(=O)(=O)c1cccs1	16%	7%[46 µM]	3%	.	0%	-1%	22%
Cc1sc2ncnc(OCC(=O)NC(C)C)c2c1C	1%	-1%	15%	-4%	4%	-4%	8%
Cc1nn(-c2ccccc2)c(N2CCCC2)c1/C=C1\N=C(c2ccccc2)OC1=O	4%	1%	2%	36%[0.074 µM]	-1%	3%	-6%
O=C1CSC(c2cccc([N+](=O)[O-])c2)N1c1ccccc1 (stereo not drawn)	0%	31%[9.22 µM]	4%	-2%	.	-7%	9%
COc1cc(/C=N/N(C)C)ccc1OC(=O)c1cccs1	?	-10%[46 µM]	-10%	-35%[inhibitor]	-1%	5%	-4%
Cc1ccc(C(=O)Nc2cccnc2N2CCN(C)CC2)cc1	-3%	.	5%	-15%	-1%	-1%	-11%
Cc1ccc(OC(=O)c2ccc3nc(C)sc3c2)cc1	4%	3%[46 µM]	-7%	-17%	1%	0%	-1%
Cc1ccc(C(=O)O)cc1	6%[21.7 µM]	.	.	-16%	3%	.	.
Cc1ccc2c(c1)nnn2C1CCN(S(=O)(=O)c2ccc(C(=O)N3CC(C)CC(C)C3)cc2)CC1 (stereo not drawn)	4%	7%	2%	-5%	-3%	-9%	-19%
CCOC(=O)c1[nH]c(C)c(C(=O)NC2CCCCCC2)c1C	2%	9%	2%	26%[10 µM]	3%	-1%	6%
O=C(c1cnccn1)N1CCN(S(=O)(=O)c2ccc3ccccc3c2)CC1	3%	?	-3%	0%	-6%	-9%	-2%
CC(C)CNS(=O)(=O)c1ccc(OCC(=O)Nc2ccc(F)cc2F)cc1	1%	-2%	15%	0%[10 µM]	-9%	7%	5%
O=C(NNc1c2ccccc2nc2ccccc12)c1ccc(O)cc1	6%	?	11µM*	-17%[10 µM]	1%	7%	?
CCC12C(=O)C(CC)(C(c3ccccc3)=C1c1ccccc1)[C@@H]1C(=O)N(c3ccccc3)C(=O)C12 (stereo partly drawn)	-3%	-9%	-8%	-8%[10 µM]	-2%	-4%	-21%
CCOC(=O)C1CCN(C(=O)C2CCN(S(=O)(=O)N3CCCC3)CC2)CC1	2%	8%	9%	27%	-7%	9%	-1%
COc1ccc(C(C)=O)c(O)c1	6%	.	.	-7%	6%	.	.
